Screening data (PubChem)
TDP-43 yeast inh: inhibitors of TDP-43 toxicity in yeast; TDP-43 expressing yeast growth rescue, BacTiter-Glo, 24 h; Potency, µM (titrated, usually from 46.1 µM), for the others: at the highest dose growth rescue (activation), actives largely listed as activators; hit rate 1.8% among 410,000; AID 652104; also: potency is read from the fitted curve at half-maximal effect; % of control where 0% means no effect; nearly all actives have a fitted effect of over 50% in size
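Readout is BacTiter-Glo luminescence of cell growth, so inhibitors register as activators. TDP-43-expressing yeast at OD600=0.02 in galactose medium, after raffinose pregrowth to mid-log, were incubated with compound for 24 hr at 30 deg C.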
PTHR1 agonist: PTHR1 (human) receptor agonism; Q03431; HEK293 GP2 PTHR1 cells, GloSensor cAMP luminescence, 1 h; Potency, µM (series often up to 115 µM), for the others: at the highest dose activation, most hits filed as activators; hit rate 0.075% among 410,000; also: potency is read from the fitted curve at half-maximal effect; nearly all actives have a fitted effect of over 55% in size; some results filed as inactive show a strong effect at the top dose; inactives centre near -15; many of its hits are not listed in these tables
Target sequence (Q03431 whole entry, looked up): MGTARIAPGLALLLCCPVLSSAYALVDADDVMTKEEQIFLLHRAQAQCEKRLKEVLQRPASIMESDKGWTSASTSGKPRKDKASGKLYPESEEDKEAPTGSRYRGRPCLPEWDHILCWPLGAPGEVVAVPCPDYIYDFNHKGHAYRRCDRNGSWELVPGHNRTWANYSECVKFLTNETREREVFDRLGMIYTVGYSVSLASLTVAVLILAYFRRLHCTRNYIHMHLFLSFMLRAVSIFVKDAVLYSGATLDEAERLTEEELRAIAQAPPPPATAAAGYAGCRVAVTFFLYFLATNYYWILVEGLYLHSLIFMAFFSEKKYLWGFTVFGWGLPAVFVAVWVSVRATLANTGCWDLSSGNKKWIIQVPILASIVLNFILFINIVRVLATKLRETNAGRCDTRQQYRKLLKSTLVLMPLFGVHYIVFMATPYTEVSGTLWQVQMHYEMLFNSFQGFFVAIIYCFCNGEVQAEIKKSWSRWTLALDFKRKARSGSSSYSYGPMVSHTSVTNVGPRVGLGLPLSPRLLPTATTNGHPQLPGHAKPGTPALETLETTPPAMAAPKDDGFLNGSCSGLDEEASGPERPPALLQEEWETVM
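HEK-293-derived GP2 cells expressing PTHR1 and a GloSensor cAMP reporter, 3,000/well, plated overnight, given luciferin plus IBMX (each 0.5 mM as added) for 1 h at 37 °C, then compound for 1 h at 37 °C. Luminescence was read after 15 min at room temperature.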
Akt phos inh: blocks phosphorylation of Akt. activity change, % for hits at 50 µM. Neuro2A IGF-stimulated pAkt S473 HTRF, 20 min; hits give low values. hit rate 0.32% among 360,000; in the data active = activity change below about -80%; inconclusive = mostly about -51% to -80%; also: % is scaled to controls: 0 for no effect and ±100 for the full control effect
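Neuro2A cells (4,500/well, DMEM with 0.5% FBS) were treated with compound at a single 50 µM final concentration, stimulated with 6 nM IGF for 20 min at 37 °C, and lysed. Phospho-Akt Ser473 was read by HTRF as 665/615 ratio ×10^4.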
aSyn yeast inh: inhibitors of alpha-synuclein toxicity in yeast | AID 652106 | Yeast expressing alpha-synuclein, growth rescue, BacTiter-Glo, 24 h | hit rate 0.14% among 370,000 | Potency, µM (series often up to 46.1 µM), inactives show top-dose growth rescue (activation), actives largely listed as activators; also: potency is read from the fitted curve at half-maximal effect; % of control where 0% means no effect; nearly all actives have a fitted effect of over 65% in size
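Readout is rescue of growth in alpha-synuclein-expressing yeast, so inhibitors of toxicity appear as activators. Growth after 24 hr at 30 deg C in galactose medium is quantified by luminescence.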
FUS suppressor: FUS proteinopathy suppression in yeast. S. cerevisiae FUS-expressing, growth rescue, OD600, 24 h. Potency, µM (doses to about 76.6 µM), for inactives: top-dose growth rescue (activation), most hits filed as activators. hit rate 0.24% among 390,000. AID 1347120;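 also: potency is read from the fitted curve at half-maximal effect; plate controls were DMSO vehicle for no effect and reference control for full effect; nearly all actives have a fitted effect of over 55% in size; some results filed as inactive show a strong effect at the top dose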
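Compound concentration series was pinned onto galactose-induced FUS-expressing yeast seeded at OD 0.005. Plates sat 24hr at 30C; absorbance at 600 nm gave growth. DMSO served as background control.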
GLP1R ag: agonists of human GLP-1 receptor; HEK293 GLP-1R CRE-luciferase, luminescence, 4-6 h; cells express a hypersensitive GLP-1R form; AID 624172; hit rate 0.007% among 380,000; Potency, µM (titrated, usually from 45.6 µM), for inactives: at the highest dose activation, usual class: activators; also: potency is read from the fitted curve at half-maximal effect; % of control where 0% means no effect
Target sequence (P43220 whole entry, looked up): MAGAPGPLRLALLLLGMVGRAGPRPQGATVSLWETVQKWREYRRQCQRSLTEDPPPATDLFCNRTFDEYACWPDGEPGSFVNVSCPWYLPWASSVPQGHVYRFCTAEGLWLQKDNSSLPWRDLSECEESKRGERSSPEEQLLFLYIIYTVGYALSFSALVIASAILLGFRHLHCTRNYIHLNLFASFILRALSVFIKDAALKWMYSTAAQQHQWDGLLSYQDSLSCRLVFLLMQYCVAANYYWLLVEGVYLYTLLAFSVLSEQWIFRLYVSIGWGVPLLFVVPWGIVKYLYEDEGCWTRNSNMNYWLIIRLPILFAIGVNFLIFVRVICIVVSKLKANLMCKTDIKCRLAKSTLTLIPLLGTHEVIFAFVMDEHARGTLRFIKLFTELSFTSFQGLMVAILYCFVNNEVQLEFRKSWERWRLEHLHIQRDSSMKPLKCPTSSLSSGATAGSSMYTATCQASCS
GLP-1R inv ag: inverse agonists of human GLP-1 receptor | hit rate 1.6% among 410,000 | Potency, µM (top dose mostly 38.3 µM), for inactives: at the highest dose activity change, negative = inhibition, actives largely listed as inhibitors | AID 624417 | P43220 | HEK293 GLP-1R CRE-luciferase, luminescence, 24 h; GLP-1R form is constitutively active; also: potency is read from the fitted curve at half-maximal effect; % is scaled to controls: 0 for no effect and ±100 for the full control effect; nearly all actives have a fitted effect of over 55% in size
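Inverse agonism was detected as reduced cAMP-driven luciferase luminescence after 24 h compound treatment. The cells were HEK293 clones expressing constitutively active human GLP-1R with the reporter. Reporter-only and GPR119 cell lines served as counterscreen controls.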
D3 antag: blocks the human D3 dopamine receptor; D3R cells, DiscoveRx beta-arrestin luminescence, antagonist mode; hits give low values; max response, negative = inhibition, %; hit rate 2.5% among 360,000; AID 652054; in the data active = max response below about -50%; inconclusive = no clear call, values can overlap the other calls; also: % is scaled to controls: 0 for no effect and ±100 for the full control effect; mostly tested at two doses, the higher about 12 µM
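Cells expressing the human receptor were seeded at 1500 cells/well, incubated overnight at 37 degrees C in 5% CO2, then exposed to library compounds with dopamine controls for 90 minutes at 37 degrees C before luminescent detection.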
Abeta rescue: A-beta toxicity reversal in yeast; yeast expressing A-beta42, growth rescue, OD600, 48 h; response scale: 0% DMSO, 100% iron-clioquinol control; Potency, µM (series often up to 46.1 µM), for the others: at the top dose growth rescue, hits mostly activators; hit rate 0.063% among 410,000; AID 1347071; also: potency is read from the fitted curve at half-maximal effect; nearly all actives have a fitted effect of over 55% in size
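Yeast growth medium received pinned compounds, then yeast cells expressing toxic A-beta were added; plates incubated at 30 C for 48 hr. Growth read as absorbance at 600 nm, normalized to DMSO and equimolar FeCl3 plus clioquinol controls.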
* hit, by the source's call; i = inactive; ? = inconclusive; / = no result given; & = joins results of further samples; [ ] = another dose, or the depositor's remark. Unless noted, calls follow the shape of the dose curve; as a rule, active = well fitted curve in the direction sought with a large enough effect; inconclusive = small, poorly fitted or top-dose-only effect, or another doubt; inactive = no such curve, though single readings can be large; an effect the other way counts as inactive or inconclusive.

no.	compound	TDP-43 yeast inh	PTHR1 agonist	Akt phos inh	aSyn yeast inh	FUS suppressor	GLP1R ag	GLP-1R inv ag	D3 antag	Abeta rescue
1	CC(=O)OCCNc1cc(SCc2ccco2)c2nonc2c1[N+](=O)[O-]	21%	-31%	i	13%	/	-53%[inhibitor]	?	?	-5%
2	CCC(Oc1ccccc1)C(=O)N(Cc1ccccc1)c1ccccn1 (configuration not stated)	5%	-38%	i	5%	/	2%	?	-20	5%
3	CCOC(=O)c1c(NC(=O)C(C)Sc2cn(C)c3ccccc23)sc2c1CCC2 (configuration not stated)	0%	-3%	i	-4%	-21%	8%	14%	23	1%
4	CCOc1ccc(C(=O)Oc2cc(C)[nH]c(=O)c2[N+](=O)[O-])cc1	?	-20%	i	-9%	-28%	-4%	-16%	?	-16%
5	O=C(CSc1nccn1Cc1ccccc1)Nc1nc2ccccc2s1	12%	i	/	18%	13%	-4%	-10%	/	-1%
6	O=C(Cn1c(-c2ccccc2Cl)nc2ccccc21)Nc1cccc(Cl)c1	0%	-25%	i	-7%	26%	0%	5%	22	-13%
7	COc1ccc(/C=C/C(=O)Nc2ccc3nc(N4CCC(C)CC4)cc(C)c3c2)cc1OC	-38%[inhibitor]	i	/	/	26%	/	-7%	/	-14%
8	Cc1ccc(CN(C(=O)COc2ccc(C)c(C)c2)C2CCS(=O)(=O)C2)o1 (configuration not stated)	6%&19%	-9%&-28%	i	4%	18%&18%	6%	-30%&-13%	-2	17%&-8%
9	O=C(COC(=O)C1CCN(S(=O)(=O)c2cccs2)CC1)Nc1ccc(F)cc1Cl	20%	i	i	-1%	16%	-14%	14%	3	0%
10	Cc1cccc(NC(=O)CSc2nnc(-c3ccncc3)n2C)c1	23%	-19%	i	2%	-21%	2%	0%	-11	5%
11	C/C(=N\Nc1cc(N2CCCCC2)nc(C)n1)c1ccc(Br)cc1	15%	-12%	i	2%	1%	11%	10µM*	23	?
12	CN(CC(=O)Nc1ccc(F)cc1)C(=O)c1ccncc1	-17%	i	i	10%	-8%	-2%	27%	8	8%
13	Cc1ccccc1N(C(=O)c1snc(C(N)=O)c1N)C(C(=O)NC1CCCC1)c1ccco1 (configuration not stated)	-2%	i	i	-1%	?	13%	?	4	3%
14	CCC1(c2ccc(F)cc2)NC(=O)N(CC(=O)N2c3ccccc3CC2C)C1=O (configuration not stated)	-12%	-2%	i	10%	12%	5%	?	11	1%
15	COc1ccc(C(=O)O/N=C(\N)c2cccc(C)c2)cc1OC	22µM*	i	i	-52%[inhibitor]	-12%	26%	?	4	-12%
16	O=C(O)Cc1ccc(NS(=O)(=O)c2ccc3ccccc3c2)cc1	1%	i	i	2%	8%	-6%	1%	2	5%
17	COc1ccccc1N/C(=N/S(=O)(=O)c1ccc(C)cc1)c1ccccc1	29%	-10%	i	10%	18%	9%	?	-13	12%
18	CCCCC1SC(N)=NC1=O (configuration not stated)	-2%	i	i	-16%	-30%	4%	9%	20	-13%
19	OCCC1CN(Cc2cnc(N3CCCC3)s2)CCN1C1CCCC1 (configuration not stated)	-1%	i	i	0%	4%	-1%	-5%	-2	7%
20	Cc1ccc(C2CN(CCC(N)=O)C(=O)CO2)cc1 (configuration not stated)	7%	-16%	i	-5%	-17%	2%	20%	-19	8%
21	O=C(O)C1CCCN1C(=O)OCc1ccccc1 (configuration not stated)	-10%	i	i	2%	-8%	0%	8%	-22	-3%
22	COc1ccc(-c2nc(SCCOc3cc(C)ccc3C(C)C)n3[nH]c(=O)cc3n2)cc1	21%	i	/	/	18%	/	5%	/	-12%
23	Cc1cccc(N2CCN(C(=O)c3cn4ccccc4n3)CC2C)c1 (configuration not stated)	?	-22%	i	2%	-9%	0%	1%	17	8%
24	CCOc1ncccc1C(=O)OCC(=O)N1CCc2ccccc21	-14%[9.22 µM]	i	i	-1%	2%	20%	36%[activator]	-11	4%
25	CCn1c(C)cc(=S)c2ccccc21	-10%	-6%	i	-1%	9%	-24%	7%	6	-8%
26	CS(=O)(=O)Nc1ccccc1C(=O)NCCSc1ccc(Cl)cc1	6%	-74%[inhibitor]	i	-2%	16%	-1%	-27%	?	-1%
27	CC1CCc2c(cnc3ncnn23)C1 (configuration not stated)	-1%	i	i	4%	-10%	-9%	3%	-11	/
28	CCC1(C)Cc2ccccc2-c2nc(NCCCO)[nH]c(=O)c21 (configuration not stated)	3%	i	i	6%	14%	3%	?	-8	0%
29	CC(CCCC(C)(C)O)NCc1cn[nH]c1-c1ccc2c(c1)OCO2 (configuration not stated)	-27%	?	i	-4%	-13%	?	-9%	?	-3%
30	CC1CCC(NC(=O)C2CC(O)CN2S(=O)(=O)c2ccc([N+](=O)[O-])cc2)CC1 (configuration not stated)	8%	i	i	4%	13%	-7%	8%	15	3%
31	COc1ccc(N2CCCn3c2nc2c3c(=O)n(CCN3CCOCC3)c(=O)n2C)cc1	-16%	-7%[57.5 µM]	i	-1%	3%	-1%	9%	29	-11%
32	Cc1ccc(S(=O)(=O)NCC(=O)OCC(=O)N2C(C)CCCC2C)cc1 (configuration not stated)	-9%	i	i	-4%	5%	5%	-13%	5	-5%
33	Cc1ccc(NS(=O)(=O)c2cccc(C(=O)NCCCN3CCCC3=O)c2)cc1	0%	-19%	i	-9%	-4%	2%	10%	9	7%
34	Cn1c(=O)oc2cc(S(=O)(=O)N3CCC(C(=O)NCc4ccccc4Cl)CC3)ccc21	-11%&-2%	-2%&-8%	i	0%	0%&-32%	1%&1%	20%&9%	-2	-1%&-18%
35	Cc1ccc(N2CC(C(=O)N3CCOCC3)CC2=O)cc1Cl (configuration not stated)	-5%	-11%	i	-8%	14%	9%	5%	-22	18%
36	NC(=O)c1c(NC(=O)CN2C(=O)CCC2=O)sc2c1CCCCC2	23%	i	i	3%	2%	-1%	10%	10	1%
37	Cc1ccc(S(=O)(=O)N(CCC#N)CCN2CCCC2)cc1	-2%	i	i	2%	1%	-10%	4%	?	13%
38	CCc1ccc(C(=O)NNC(=O)c2ccc3c(=O)n4c(nc3c2)CCC4)cc1	15%	i	i	2%	7%	-9%	17%	11	-11%
39	CCOC(=O)c1c(NC(=S)NC(=O)/C=C/c2cccs2)sc(C)c1C	3%	-12%	i	2%	-13%	3%	1%	1	-2%
40	Cc1ccc(-c2cc(NC(=O)COc3c(C)cc(C)cc3C)on2)cc1	15%	-8%	/	/	-8%	/	-7%	/	-7%
41	O=C(CN1CCN(C2CCCCC2)CC1)Nc1ccccc1-c1ccccc1	-6%	7%[57.5 µM]	i	3%	-1%	2%	?	-18	9%
42	COc1ccccc1N1CCN(C(=O)CNC(=O)Cn2cnc3sc(C)c(C)c3c2=O)CC1	-21%	i	i	-1%	43%	-4%	4%	-9	-3%
43	CCCOc1ccccc1C(=O)N1CCC(c2nc3ccccc3s2)CC1	?	-3%	/	/	26%	/	-8%	/	-15%
44	CCCc1cc(=O)[nH]c(SCC(=O)N(CC)Cc2ccccc2)n1	-5%	i	i	5%	31%	1%	-9%	22	4%
45	CCn1c(SCC(=O)c2ccccc2)nnc1-c1cccs1	18%	-12%[57.5 µM]	i	11%	19%	-5%	-8%	24	8%
46	CC(C)c1nc2ccc(NC(=O)C34CC5CC(CC(C5)C3)C4)cc2[nH]1	-19%	-13%	i	-5%	13%	6%	11%	-28	-3%
47	CCN1CCN(C(c2ccc(OC)cc2)c2c(O)cc(C)n(Cc3ccco3)c2=O)CC1 (configuration not stated)	2%	i	/	/	14%	/	-25%	/	7%
48	O=C(c1ccccc1)N1CCN=C1SCc1ccc([N+](=O)[O-])cc1	10µM*	-34%[inhibitor]	i	2%	-5%	2%	0%	-14	-21%

Single records, from the list above.
Entry for CCC1(C)Cc2ccccc2-c2nc(NCCCO)[nH]c(=O)c21 (configuration not stated) : TDP-43 yeast inh: 3%; PTHR1 agonist: i; Akt phos inh: i; aSyn yeast inh: 6%; FUS suppressor: 14%; GLP1R ag: 3%; GLP-1R inv ag: ?; D3 antag: -8; Abeta rescue: 0%
Entry for CC(C)c1nc2ccc(NC(=O)C34CC5CC(CC(C5)C3)C4)cc2[nH]1 : TDP-43 yeast inh: -19%; PTHR1 agonist: -13%; Akt phos inh: i; aSyn yeast inh: -5%; FUS suppressor: 13%; GLP1R ag: 6%; GLP-1R inv ag: 11%; D3 antag: -28; Abeta rescue: -3%

Next section:
no.	compound	TDP-43 yeast inh	PTHR1 agonist	Akt phos inh	aSyn yeast inh	FUS suppressor	GLP1R ag	GLP-1R inv ag	D3 antag	Abeta rescue
49	CC12CS(=O)(=O)CC1SC(=S)N2Cc1ccccc1 (configuration not stated)	-20%	i	i	-9%	7%	7%	?	-15	-3%
50	O=C(Nc1cccc(C(F)(F)F)c1)c1cccc(NS(=O)(=O)c2ccc(O)c(C(=O)O)c2)c1	9%	i	i	2%	22%	-1%	22%	19	7%
51	CC(=O)c1ccc(OCC(=O)Nc2nnc(C3CC3)s2)cc1	18%	-6%	i	0%	2%	-2%	13%	37	11%
52	COc1c(C)cc(C(=O)C2CCCN(C(=O)c3cc(C)n(C)n3)C2)cc1C (configuration not stated)	4%	-25%	i	-6%	6%	10%	14%	1	4%

A portion of the library; count on the stated rates, not on these rows.
